Integrin act MD = qHTS for Activators of Integrin-Mediated Alleviation for Muscular Dystrophy | Potency, µM (top dose mostly 38.3 µM), for inactives: at the highest dose activation, hits mostly activators | alpha7betagal myoblasts, beta-gal FDG fluorescence, 48 h | AID 624291, 2012 | hit rate 0.064% among 350,000;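 further: potency means the concentration at half of the fitted maximal effect; 100% = response of the positive control SU9516; nearly all actives have a fitted effect of over 60% in size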
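alpha7betagal+/- myoblasts (passage 13, 250/well) treated 48 h at 37C with compounds at 1:260 dilution of DMSO stock. Lysed, then beta-galactosidase activity read as FDG fluorescence (ex 480/em 540) after 30 min, with pre-read for autofluorescence.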
USP2a inh = qHTS Assay for Inhibitors of Ubiquitin-specific Protease USP2a Using CHOP2 as the Reporter; Ubiquitin carboxyl-terminal hydrolase 2 (Homo sapiens), O75604; hit rate 0.01% among 330,000; USP2 core, Ub-CHOP2 coupled fluorogenic reporter, 485/531; Potency, µM (series often up to 38.3 µM), inactives show at the top dose activity change, negative = inhibition, hits mostly inhibitors;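 further: potency means the concentration at half of the fitted maximal effect; plate controls were DMSO wells for no effect and full inhibition by NEM control for full effect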
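Cell-free coupled assay: 10nM USP2 core preincubated 30min RT with compound in Tris-HCl pH 8.0/CaCl2/CHAPS buffer, then 25nM Ub-CHOP2 and 25nM reporter substrate; fluorescence (Ex 485/Em 531) read after 60min RT, normalized to NEM inhibition, concentration-response curves fitted.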
ELG1 genotox = qHTS screen for small molecules that induce genotoxicity in human embryonic kidney (HEK293T) cells expressing luciferase-tagged ELG1; AID 504466, 2011; hit rate 1.3% among 330,000; Potency, µM (titrated, usually from 46 µM), for the others: at the highest dose activity change, positive = activation, hits mostly activators; HEK293T ELG1-luciferase reporter, luminescence, 16 h; further: potency means the concentration at half of the fitted maximal effect; % of control where 0% means no effect; nearly all actives have a fitted effect of over 60% in size
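Cells (2,000/well) expressing the ELG1-luciferase fusion are dosed by pin tool and kept 16 hr at 37 °C, 5% CO2. Signal comes from ONE-Glo luciferase reagent after 30 min at room temperature.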
S-ASM inh = Inhibitors of Secretory Acid Sphingomyelinase (S-ASM): qHTS | Sphingomyelin phosphodiesterase (Homo sapiens), P17405 | placental ASM, HMU-PC fluorogenic substrate, 60 min | Potency, µM (doses to about 57.5 µM), without a hit: top-dose activity change, negative = inhibition, actives largely listed as inhibitors | hit rate 0.006% among 340,000; further: potency means the concentration at half of the fitted maximal effect
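Fluorescence read-out (Ex 386 nm, Em 447 nm) after stopping the reaction at pH 10. Enzyme: ASM from human placenta; substrate HMU-PC0, 9 uM final; 60 min, 37 °C. Compound preincubation 10 min, ambient temperature.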
B2AR arrestin = qHTS assay of beta-arrestin-biased ligands of beta2-adrenergic receptor; Beta-2 adrenergic receptor (Homo sapiens), P07550; beta-arrestin recruitment to beta2AR, cell-based reporter; Potency, µM (highest dose often 46.1 µM), for the others: top-dose activation, most hits filed as activators; hit rate 0.02% among 330,000; AID 492947, 2010;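 further: potency means the concentration at half of the fitted maximal effect; 0% = DMSO controls and full agonism = EC100 isoproterenol or metaproterenol; nearly all actives have a fitted effect of over 65% in size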
PTAP TSG101 blk = qHTS Assay for Iinhibitors of HIV-1 Budding by Blocking the Interaction of PTAP/TSG101 | Tumor susceptibility gene 101 protein (Homo sapiens), Q99816 | Fluorescence polarization, FITC-PTAP peptide / Tsg101 binding | Potency, µM (top dose mostly 115 µM), inactives show at the highest dose activity change, negative = inhibition, usual class: inhibitors | 340,000 tested, under 10 active; active means well fitted inhibition curve with a large enough effect in the main read-out, with a control signal flat, not every such curve was filed as active; inconclusive means small, poorly fitted or top-dose-only effect, or effect the other way, or a change in a side signal; inactive means no such curve, though single readings can be large or run the other way; further: potency means the concentration at half of the fitted maximal effect; % of control where 0% means no effect
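FP read-out: FITC-PTAP peptide, 50 nM final, binding Tsg101 binding domain, 10 uM final; 20 min, r.t.; 10 mM HEPES pH 7.5, 0.15 M NaCl, 0.01% Tween 20, 3 mM EDTA, 0.1 mM TCEP.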
Eya2 inh = qHTS Assay for Inhibitors of the Phosphatase Activity of Eya2. recombinant Eya2, OMFP fluorescence dephosphorylation (OMFP is methylfluorescein phosphate). Protein phosphatase EYA2 (Homo sapiens), O00167. Potency, µM (top dose mostly 76.9 µM), without a hit: top-dose activity, negative = inhibition, hits mostly inhibitors. hit rate 0.006% among 330,000; further: potency means the concentration at half of the fitted maximal effect; on the % scale 0 is the no-effect control and ±100 the full control effect
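Eya2 protein (added as 0.2 uM solution) was preincubated with compound for 10 min at ambient temperature in 50 mM HEPES pH 7.5, 50 mM NaCl, 5 uM MgCl2, 0.05% BSA, 1 mM DTT. OMFP (added at 50 uM) then reacted 10 min; fluorescence read at 485/525 nm.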
uPA surface inh = qHTS for Inhibitors of Cell Surface uPA Generation. cell surface uPA generation assay, qHTS. hit rate 0.31% among 330,000. Potency, µM (top dose mostly 38.3 µM), for inactives: top-dose activity change, negative = inhibition, usual class: inhibitors; active means well fitted inhibition curve with a large enough effect; inconclusive means small, poorly fitted or top-dose-only effect; inactive means no such curve, though single readings can be large or run the other way; tested in mouse RAW 264.7 cells; further: potency means the concentration at half of the fitted maximal effect; on the % scale 0 is the no-effect control and ±100 the full control effect; nearly all actives have a fitted effect of over 55% in size
BRCA1 expr up = qHTS Assay to Identify Small Molecule Activators of BRCA1 Expression; MCF7-BRCA1-FFLuc reporter, luminescence, 48 h; response scale: scaled: vehicle 0%, 10 µM genistein 100%; hit rate 1.1% among 380,000; AID 624202, 2012; Potency, µM (series often up to 46.1 µM), for the others: at the highest dose activation, most hits filed as activators; further: potency means the concentration at half of the fitted maximal effect; nearly all actives have a fitted effect of over 80% in size; some results filed as inactive show a strong effect at the top dose
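MCF7-BRCA1-FFLuc cells, 2000/well in phenol-red-free MEM, attached 2 h then treated 48 h at 37 C. Luciferase luminescence read 15 min after reagent; normalized to genistein maximum activation (10microM) and DMSO, concentration-response fitted.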
p53 reactivation = qHTS assay for re-activators of p53 using a Luc reporter; Potency, µM (titrated, usually from 92.2 µM), without a hit: at the top dose activity change, positive = activation, actives largely listed as activators; H1299 p53-A138V BP100-luciferase reporter, luminescence, 24 h; AID 504706, 2011; hit rate 0.063% among 320,000; further: potency means the concentration at half of the fitted maximal effect; % of control where 0% means no effect; nearly all actives have a fitted effect of over 45% in size
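H1299 (p53-null), stable ts p53-A138V + BP100-Luc; 1000 cells/well, Opti-MEM/10% FBS; cpd 4 pt, 1:5; 24 h, 37 deg C, 5% CO2; detection reagent 10 min RT; luminescence.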
TRPV1 agonist = HTS Assay for Compounds that Act as Agonists of the Vanilloid Receptor 1. TRPV1-expressing cells, Fluo-8 calcium influx, agonist mode. activation, % at 8.33 µM. AID 540275, 2011. hit rate 0.19% among 320,000. Transient receptor potential cation channel subfamily V member 1 (Homo sapiens), Q8NER1; in the data active means activation above about 80%; inconclusive means between about 30% and that limit; further: 0% is about no effect
Target sequence (Q8NER1 whole entry, looked up): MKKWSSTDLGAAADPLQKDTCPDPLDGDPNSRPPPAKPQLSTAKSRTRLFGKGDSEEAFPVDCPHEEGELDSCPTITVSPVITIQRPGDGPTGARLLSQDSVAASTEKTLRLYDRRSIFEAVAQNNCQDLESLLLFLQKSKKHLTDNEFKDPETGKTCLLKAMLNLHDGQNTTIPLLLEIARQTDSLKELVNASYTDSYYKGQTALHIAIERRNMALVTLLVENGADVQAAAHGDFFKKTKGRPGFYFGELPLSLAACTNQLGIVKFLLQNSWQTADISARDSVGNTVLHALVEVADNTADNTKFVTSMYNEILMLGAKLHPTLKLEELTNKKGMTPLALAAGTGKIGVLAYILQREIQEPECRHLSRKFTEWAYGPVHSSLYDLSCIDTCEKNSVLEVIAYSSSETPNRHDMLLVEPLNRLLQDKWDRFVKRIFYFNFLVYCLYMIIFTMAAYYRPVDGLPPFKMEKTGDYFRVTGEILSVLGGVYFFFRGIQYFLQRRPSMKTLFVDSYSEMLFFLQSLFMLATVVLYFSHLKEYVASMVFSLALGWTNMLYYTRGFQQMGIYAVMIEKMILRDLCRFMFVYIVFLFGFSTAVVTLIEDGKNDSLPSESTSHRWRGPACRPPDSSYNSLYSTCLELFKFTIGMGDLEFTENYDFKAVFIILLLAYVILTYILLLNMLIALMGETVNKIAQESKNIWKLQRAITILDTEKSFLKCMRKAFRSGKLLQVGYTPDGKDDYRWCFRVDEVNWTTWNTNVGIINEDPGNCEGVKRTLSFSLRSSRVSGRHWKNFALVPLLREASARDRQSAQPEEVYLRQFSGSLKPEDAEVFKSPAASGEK
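Fluo-8 calcium influx in TRPV1-expressing cells, kinetic read (ex 480/em 520 nm). Compound added and read 3 min for agonist activity, followed by capsaicin at EC20 final and 2 min further read for enhancement.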
* = called active by the depositor; u = inconclusive; x = not tested or not shown; [ ] = remark or other dose. Unless noted, the call rests on the fitted dose curve; in most records, active means well fitted curve in the direction sought with a large enough effect; inconclusive means small, poorly fitted or top-dose-only effect, or another doubt; inactive means no such curve, though single readings can be large; an effect the other way counts as inactive or inconclusive.

entry	smiles	Integrin act MD	USP2a inh	ELG1 genotox	S-ASM inh	B2AR arrestin	PTAP TSG101 blk	Eya2 inh	uPA surface inh	BRCA1 expr up	p53 reactivation	TRPV1 agonist
1	Cc1c(-c2ccccc2)[n+](=O)c(-c2ccc(Br)cc2)c(C)n1[O-]	-16%	-1%	-2%	8%	0.3%	0%	-4%	-6%	-2%	3%	1
2	O/N=C(\c1ccc(Cl)cc1)c1ncc(C(F)(F)F)cc1Cl	13%	3%	0%	-6%	-0.1%	-5%	-1%	8%	-53%	13%	-5
3	Cc1nc(C)c(-c2nnc(-c3ccc(C(C)(C)C)cc3)o2)cc1C(=O)NN	-20%	-5%	-1%	0%	-2.8%	-3%	-3%	-2%	-50%	-4%	-2
4	CCCC(=O)N1CCN(Cc2ccc3c(c2)OCO3)CC1	43%	1%	2%	3%	-1.8%	-2%	-5%	2%	21%	-11%	-4
5	CC(Sc1nnc(C(F)(F)F)n1C)C(=O)NC(N)=O (stereo not drawn)	-5%	5%	2%	1%	-0.1%	-4%	17%	5%	-1%	9%	-4
6	Cc1ccc(-n2nnnc2Sc2ccc(S(=O)(=O)NCCN(C)C)cc2[N+](=O)[O-])cc1	-52%[inhibitor]	2%	-1%	4%	-1.0%	0%	3%	-11%	-110%[inhibitor]	-31%[inhibitor]	6
7	Cc1ccc(C2(C)NC(=O)N(CC(=O)N3CC(=O)Nc4ccccc43)C2=O)cc1 (stereo not drawn)	10%	-5%	0%	2%	-0.4%	0%	-12%	2%	-8%	12%	x
8	NC(=O)C1C2CCC(C2)C1C(N)=O (stereo not drawn)	0%	x	x	1%	x	0%	x	-6%	12%	x	x
9	N#Cc1ccsc1NC(=O)CN1CCN(S(=O)(=O)c2ccccc2C(F)(F)F)CC1	18%	1%	-4%	0%	-1.4%	0%	-2%	3%	-18%	3%	0
10	CC(=O)c1cccc(NC(=O)c2ccncc2)c1	-26%[7.66 µM]	-1%	-3%	1%	0.2%	-5%	-3%	x	-37%	0%	2
11	CCC(CC)NC(=O)Nc1ccc(F)c(Cl)c1	5%	2%	-12%	-2%	0.1%	-3%	-9%	-5%	2%	0%	-5
12	Cn1c(=O)c2c(nc(Oc3ccccc3N)n2C)n(C)c1=O	u	0%	-3%	1%	-0.1%	-1%	-7%	17%	-41%	2%	-3
13	CS(=O)(=O)N(CC(=O)N1CCN(Cc2ccc3c(c2)OCO3)CC1)Cc1ccc(Cl)cc1	-3%	-1%	-15%	-3%	-1.3%	-6%	-16%	x	-73%	-1%	1
14	Cc1cc(-c2nnc(SCC(=O)Nc3ccccc3F)n2N)n[nH]1	15%	2%	0%	5%	-0.1%	-5%	15%	2%	-55%	-1%	-2
15	CCOP(=O)(OCC)C(NC(=O)Nc1c(C)cc(C)cc1C)c1ccccc1 (stereo not drawn)	6%	-4%	-8%	1%	0.2%	1%	-3%	3%	-10%	-1%	8
16	CCCCOc1ccc(C2C(C(=O)c3cccs3)=C(O)C(=O)N2CCN2CCOCC2)cc1 (stereo not drawn)	-28%	-4%	0%	0%	-0.2%	-6%	-2%	0%	-5%	-3%	6
17	Cn1c(SCC2CCCO2)nnc1-c1ccc([N+](=O)[O-])cc1 (stereo not drawn)	3%	3%	1%	0%	0.1%	-4%	3%	-24%	49%	7%	-5
18	C(=NN=C1c2ccccc2-c2ccccc21)c1c[nH]c2ccccc12	-44%	x	x	-27%	x	-10%	x	0%	-95%[inhibitor]	x	x
19	Cc1ccc(NC(=O)c2noc3c2CCC3)cc1C	-19%	1%	u	-2%	0.0%	-3%	-16%	1%	0%	u	u
20	Cc1cc(/C=N/n2cnnc2)c(C)n1-c1ccc2ncccc2c1	-18%	x	x	4%	x	-15%	x	-2%	0%	x	x

entry	smiles	Integrin act MD	USP2a inh	ELG1 genotox	S-ASM inh	B2AR arrestin	PTAP TSG101 blk	Eya2 inh	uPA surface inh	BRCA1 expr up	p53 reactivation	TRPV1 agonist
21	COC(=O)C1=C(C)NC(=O)/C1=C\c1cc(C)n(-c2ccccc2F)c1C	-15%	3%	-5%	-5%	-0.1%	-3%	-12%	5%	18%	-2%	2
22	C(=N\Nc1ccccc1)/c1ccc(N2CCOCC2)cc1	-17%	4%	u	5%	0.0%	0%	-3%	-20%	u	5%	3
23	O=[N+]([O-])c1cc(C(F)(F)F)ccc1NCCc1c[nH]c2ccc(O)cc12	-9%	0%	-5%	u	-0.2%	-1%	-5%	-13%	-20%	3%	15
24	Cc1ccccc1-n1nc(CSc2nc3ccccc3[nH]2)c(-c2ccccc2)c1N	10%	3%	-3%	-2%	0.3%	-4%	-3%	0%	-33%	-15%	2
25	Cc1cccc(Cn2c(C(C)(C)C)cc3cccnc32)c1	-19%	0%	-3%	-5%	0.0%	-1%	-28%	-9%	-45%	-4%	3
26	Nc1nnnn1/N=C/c1cc(Br)ccc1O	-5%	x	x	112%[activator]	x	-11%	x	1%	-6%	x	x
27	NC(=O)[C@@H]1CCCN1C(=O)c1ccc2nc(Cc3cccc(Cl)c3)oc2c1	6%	2%	8%	4%	-0.8%	-1%	4%	-3%	3%	-9%	2
28	CCOc1cccc(CNCCO)c1OCc1ccc(Cl)cc1	-25%	2%	-8%	5%	-1.7%	-2%	-1%	2%	-10%	-8%	3
29	CC1(C)CC2(CCO1)OC(=O)CC2C(=O)NCc1ccccc1 (stereo not drawn)	15%	0%	0%	-1%	0.1%	-3%	12%	-3%	1%	-6%	2
30	O=C(NCCOC(=O)c1ccc(F)cc1)c1ccc(F)cc1	27%	3%	0%	-1%	-0.8%	0%	0%	0%	5%	-1%	u
31	O=C(Nc1cnn(Cc2ccc(Cl)cc2Cl)c1)c1noc2c1CCCC2	-4%	-6%	-4%	-15%	3.2%	-2%	-13%	2%	-29%	23%	1
32	O=S(=O)(c1ccc(Cl)cc1Cl)n1ccc2cccnc21	18%	2%	-3%	3%	-1.0%	6%	u	1%	-3%	3%	-6
33	Oc1c(C(c2ccccc2Cl)N2CCCC2)ccc2cccnc12 (stereo not drawn)	-43%[inhibitor]	0%	u	2%	5.1%	-1%	9%	7.9µM*	-81%	6%	2
34	N#C/C(=C/c1ccc(CNS(=O)(=O)c2ccccc2)o1)C(N)=O	2%	1%	0%	0%	0.4%	1%	7%	3%	-10%	34%	-4
35	CCOCCCNC(=O)C(NC(=O)C1CCC(=O)N1)c1ccc(C)cc1 (stereo not drawn)	-7%	3%	4%	4%	-0.6%	3%	-34%	4%	12%	-1%	-2
36	CC(C)CNS(=O)(=O)c1cc(C(=O)OCC(=O)N2CCOCC2)c(Cl)cc1Cl	-7%	6%	4%	-3%	-0.3%	0%	-7%	3%	-1%	-1%	1
37	O=c1cc(-c2ccc(C(F)(F)F)cc2)oc2ccccc12	5%	-1%	0%	4%	-0.8%	-5%	2%	4%	-26%	12%	x
38	O=C(O)CN1C(=O)C(=O)N(Cc2cccc(F)c2)C1=O	0%	-1%	-1%	1%	0.2%	-5%	0%	0%	1%	-1%	0
39	Cc1ccccc1C(=O)NC(=S)NCCC1=CCCCC1	-13%	-4%	0%	-2%	-0.2%	2%	-5%	-2%	-23%	24%	13
40	Cc1ccn2c(=O)c(C(=O)NCCCN3CCCC3=O)c(O)nc2c1	27%	4%	0%	0%	0.4%	-2%	5%	1%	-15%	20%	-1
41	COC(=O)c1ccc(NC(=O)c2sc3nc(-c4ccccc4)cn3c2C)cc1	-13%	-2%	-5%	-1%	-0.1%	0%	11%	x	-23%	2%	2
42	CCCCCC1C(=O)C[C@@H]2CCN3C(=O)CCC[C@H]1[C@H]23 (stereo partly drawn)	38%	7%	5%	-9%	0.5%	-9%	-1%	14%	7%	0%	x
43	Cc1cc(NC(=O)C2C3C(=O)N(CCC(C)C)C(C(=O)NCc4ccccc4)C34C=CC2(C)O4)no1 (stereo not drawn)	1%	0%	0%	3%	-0.1%	-5%	-8%	0%	-5%	-3%	-1
